Screening data: PubChem BioAssay, National Center for Advancing Translational Sciences (NCATS)
AmpC detergent: inhibitors of E. coli AmpC beta-lactamase with detergent | Potency, µM (doses to about 114 µM), inactives show at the highest dose activity change, negative = inhibition, actives largely listed as inhibitors | P00811 | AmpC hydrolysis of nitrocefin, absorbance 480 nm, 0.01% Triton | 370,000 compounds, 0.041% hits;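 also: potency is read from the fitted curve at half-maximal effect; 0% = no-compound wells and -100% = no-enzyme wells; nearly all actives have a fitted effect of over 25% in size; some results filed as inactive show a strong effect at the top dose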
Target sequence (P00811 whole entry, looked up): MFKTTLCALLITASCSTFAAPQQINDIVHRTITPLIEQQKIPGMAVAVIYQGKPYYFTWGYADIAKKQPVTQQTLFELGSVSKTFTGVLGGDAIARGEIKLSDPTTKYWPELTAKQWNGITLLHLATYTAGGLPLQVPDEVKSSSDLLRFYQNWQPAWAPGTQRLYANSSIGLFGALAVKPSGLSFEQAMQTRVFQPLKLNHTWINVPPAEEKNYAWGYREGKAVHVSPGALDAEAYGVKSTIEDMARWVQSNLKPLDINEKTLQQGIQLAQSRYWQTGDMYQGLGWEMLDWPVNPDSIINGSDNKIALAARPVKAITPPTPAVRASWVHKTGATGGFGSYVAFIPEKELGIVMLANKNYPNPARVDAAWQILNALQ
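20 mM phosphate pH 7.0 + 0.01% (detergent screen) or 0.0001% Triton X-100; 5.3 nM AmpC reagent; cpd preinc 15 min RT; nitrocefin (800 uM stock) to start; A480 q20 s × 4 min; Activity was normalised to no-enzyme and no-compound control wells.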
AMA1 RON2 block: disrupts binding of P. falciparum AMA1 to RON2; 360,000 compounds, 0.2% hits; AlphaScreen AMA1-biotinylated RON2 peptide binding; Potency, µM (series often up to 58.2 µM), for the others: top-dose activity change, negative = inhibition, hits mostly inhibitors;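 also: potency is read from the fitted curve at half-maximal effect; 0% = vehicle wells and -100% = peptide control; nearly all actives have a fitted effect of over 45% in size; some results filed as inactive show a strong effect at the top dose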
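AMA1 (3D7) with his tag at 25 nM final met compounds first, then biotinylated RON2 peptide at 25 nM; detection used donor plus acceptor beads, 10 µg/mL apiece, read by AlphaScreen after 30 min at room temperature.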
AmpC no deterg: inhibitors of E. coli AmpC beta-lactamase without detergent; AmpC nitrocefin hydrolysis, absorbance 480 nm, 0.0001% Triton; Potency, µM (doses to about 57.1 µM), for inactives: at the highest dose activity change, negative = inhibition, actives largely listed as inhibitors; 330,000 compounds, 0.52% hits;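 also: potency is read from the fitted curve at half-maximal effect; plate controls were no compound for no effect and no enzyme for full effect; nearly all actives have a fitted effect of over 20% in size; some results filed as inactive show a strong effect at the top dose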
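AmpC (5.3 nM in the dispensed reagent) in 20 mM phosphate pH 7.0 with 0.01% (detergent screen) or 0.0001% Triton X-100 was preincubated with compounds for 15 min at room temperature. Nitrocefin was then added from an 800 uM solution, and hydrolysis was followed at 480 nm.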
Tb PYK inh: T. brucei pyruvate kinase inhibition. TbPYK enzyme, Kinase-Glo Plus ATP luminescence, 45 min. Q57TT1. 410,000 compounds, 0.12% hits. Potency, µM (titrated, usually from 76.8 µM), for inactives: top-dose activity, negative = inhibition, usual class: inhibitors; also: potency is read from the fitted curve at half-maximal effect; nearly all actives have a fitted effect of over 50% in size
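ADP (130 uM final) triggers the TbPYK reaction after compound addition; incubation is 45 min at room temperature. Kinase-Glo Plus is then added and luminescence imaged. Normalized data are fitted to concentration-effect curves.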
LmPK inhibitor: LmPK (Leishmania mexicana) enzyme inhibition; Q27686; purified LmPK, Kinase-Glo ATP luminescence, 1 h; Potency, µM (top dose mostly 57.5 µM), for the others: at the top dose activity change, negative = inhibition, most hits filed as inhibitors; 290,000 compounds, 0.37% hits; also: potency is read from the fitted curve at half-maximal effect
Target sequence (Q27686 whole entry, looked up): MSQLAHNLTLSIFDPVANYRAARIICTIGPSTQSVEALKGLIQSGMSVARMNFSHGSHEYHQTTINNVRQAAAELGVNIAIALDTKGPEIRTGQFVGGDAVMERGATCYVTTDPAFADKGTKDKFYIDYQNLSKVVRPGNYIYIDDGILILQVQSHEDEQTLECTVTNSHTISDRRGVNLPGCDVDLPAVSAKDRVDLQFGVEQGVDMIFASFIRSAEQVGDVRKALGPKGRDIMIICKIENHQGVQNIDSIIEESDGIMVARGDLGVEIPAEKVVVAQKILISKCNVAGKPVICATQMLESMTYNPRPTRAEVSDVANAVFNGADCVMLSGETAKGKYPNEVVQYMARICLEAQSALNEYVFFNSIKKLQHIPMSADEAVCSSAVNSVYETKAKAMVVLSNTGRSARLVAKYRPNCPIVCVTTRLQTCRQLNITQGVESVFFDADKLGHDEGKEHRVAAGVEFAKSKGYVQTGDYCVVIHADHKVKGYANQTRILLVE
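ATP generated from ADP (0.1 mM) and PEP (0.5 mM) by 0.1 nM LmPK over 1 h at room temperature (pH 7.2 imidazole buffer) was detected by coupled luciferase luminescence. Values were normalized to uninhibited and no-enzyme wells.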
HCMV antiviral: blocks human cytomegalovirus replication; HFF cells, HCMV-luciferase reporter, 72 h; active compounds read low; activity change, negative = inhibition, % at 57.5 µM; 410,000 compounds, 4.5% hits; in the data active = activity change below about -60%; inconclusive = no clear call, values can overlap the other calls; inactive = above about -39%
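Luciferase read-out from HCMV-luciferase-infected HFFs (MOI 1 PFU/cell) 72 h post infection at 37C; compounds added after 16 h cell attachment; activity normalized between buffer-only basal and Salinomycin (10uM) inhibitor controls.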
Sm TGR block: blocks Schistosoma mansoni thioredoxin glutathione reductase | Q962Y6 | 360,000 compounds, 3% hits | AID 485364 | Potency, µM (series often up to 114 µM), for the others: top-dose activity change, negative = inhibition, usual class: inhibitors | purified TGR, DTNB reduction, TNB absorbance 405 nm; also: potency is read from the fitted curve at half-maximal effect; nearly all actives have a fitted effect of over 60% in size
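Kinetic colorimetric format: TGR-catalysed, NADPH-driven DTNB reduction monitored via TNB absorbance. Enzyme dispensed at 20 nM; compound exposure 15 min at room temperature before reaction start.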
The depositor's hits bear a star; ? = inconclusive; . = not tested or not shown; & = joins results of further samples; [ ] = another dose, or the depositor's remark. Unless noted, calls follow the shape of the dose curve; as a rule, active = well fitted curve in the direction sought with a large enough effect; inconclusive = small, poorly fitted or top-dose-only effect, or another doubt; inactive = no such curve, though single readings can be large; an effect the other way counts as inactive or inconclusive. Unless noted, % is scaled to controls: 0 for no effect and ±100 for the full control effect.

The line under a structure holds: AmpC detergent | AMA1 RON2 block | AmpC no deterg | Tb PYK inh | LmPK inhibitor | HCMV antiviral | Sm TGR block
CCCCc1c(O)nc(SCC(=O)c2ccccc2)n(-c2ccccc2C)c1=O
 : -1.2% | -6.6% | -47.6% | -11.7% | 3.7% | -7.6 | -1.0%
Cc1nc2ncnn2c(N2CCN(C(=O)c3cccc(F)c3)CC2)c1Cc1ccccc1
 : -10.8% | -4.9% | 92.6%[activator] | 13.4% | 1.0% | -7.6 | 0.0%
O=C(Nc1ccc(Cl)c(Cl)c1)Nc1nc(-c2ccccc2)cs1
 : ? | 0.5% | -52.2% | 6.8% | 2.2% | ? | -0.5%
CC1(C)C(=O)NCCN1C(=O)c1ccc2nc(Cc3ccccc3F)oc2c1
 : 1.9% | -0.7% | -3.6% | -1.6% | -6.3% | ? | 1.0%
COc1ccc(N2CCN(C(=O)c3ccccc3F)CC2)c([N+](=O)[O-])c1
 : 1.7% | -2.3% | 0.2% | ? | 2.2% | 0.0 | -0.8%
O=C(COc1ccccc1Cl)NC1CC1
 : -12.5% | -2.2% | -6.2% | -2.1% | 2.5% | 35.0 | 7.4%
CC1CCCC(NC(=O)c2ccc3c(c2)OCO3)C1C (stereo not given)
 : ? | -1.8% | -12.9% | 1.2% | . | 0.7 | 0.0%
CC(C)c1ccc(NC(=O)CSc2ncc3c(n2)-c2ccccc2N(C)S3(=O)=O)cc1
 : -6.3% | . | . | -1.3% | . | 9.4 | -0.7%
Cc1cc(=O)oc2cc(NC(=O)C(C)Oc3ccc(F)cc3)ccc12 (stereo not given)
 : ? | 9.5% | -25.7% | -7.8% | . | -20.4 | -16.0%
Cc1nc2cccnc2n1C1CCN(S(=O)(=O)c2ccc(Cl)cc2)CC1
 : 1.0% | . | . | 1.0% | . | -22.7 | 3.2%
COc1ccc(CN2CCc3ccccc3C2)c(OC)c1
 : -5.7% | -7.7% | -15.4% | 8.0% | -0.7% | 8.8 | 2.2%
COc1cccc(C2=Cc3ccc(F)cc3C(CC(C)=O)N2c2ccc(-c3cc(OC)c(OC)c(OC)c3)cc2)c1 (stereo not given)
 : . | -3.7% | . | 6.1% | . | 0.3 | .
CN(Cc1ccccc1)C(=O)c1[nH]cnc1C(=O)NC1CCN(C(=O)OC(C)(C)C)CC1
 : . | 41.2%[activator] | 91.8%[activator] | -2.4% | . | 0.8 | .
CN(C)CCN(Cc1ccccc1)S(=O)(=O)c1csc(C(N)=O)c1
 : -0.8%&2.2% | -5.4% | -8.0% | -3.1%&-8.0% | 0.8% | -33.0&-3.1 | -0.7%&52.6%
CCOC(=O)c1cc2cc(OC)ccc2n1C1CCN(Cc2ccccc2)CC1
 : . | -27.2% | . | -5.3% | . | -22.2 | .

Single records, from the list above. Screens in order: AmpC detergent, AMA1 RON2 block, AmpC no deterg, Tb PYK inh, LmPK inhibitor, HCMV antiviral, Sm TGR block
CCOC(=O)c1cc2cc(OC)ccc2n1C1CCN(Cc2ccccc2)CC1 reads ., -27.2%, ., -5.3%, ., -22.2, .
COc1ccc(N2CCN(C(=O)c3ccccc3F)CC2)c([N+](=O)[O-])c1 reads 1.7%, -2.3%, 0.2%, ?, 2.2%, 0.0, -0.8%
CC1CCCC(NC(=O)c2ccc3c(c2)OCO3)C1C (stereo not given) reads ?, -1.8%, -12.9%, 1.2%, ., 0.7, 0.0%
O=C(COc1ccccc1Cl)NC1CC1 reads -12.5%, -2.2%, -6.2%, -2.1%, 2.5%, 35.0, 7.4%

Next records follow.
The line under a structure holds: AmpC detergent | AMA1 RON2 block | AmpC no deterg | Tb PYK inh | LmPK inhibitor | HCMV antiviral | Sm TGR block
CC(=O)Nc1ccc(S(=O)(=O)N2CCN(C(C)CCc3ccccc3)CC2)cc1 (stereo not given)
 : ? | 64.7%[activator] | 20.7% | 1.7% | -24.2% | -8.3 | -18.1%
CCCCc1ccc(NC(=O)c2ccc(=O)n(Cc3cccc(C)c3)c2)cc1
 : -0.1% | . | . | -3.9% | . | -30.2 | -3.1%
CCOc1ccccc1/C=c1\sc2ncnn2c1=O
 : -0.3% | 24.6% | -13.2% | -0.6% | -1.1% | 36.3 | -24.8%
Cc1ccc(-c2cc3nc(-c4ccccc4)cc(NCCCO)n3n2)cc1
 : . | 19.1% | . | 1.3% | . | 15.7 | .
COc1ccc(N=c2oc3c(OC)cccc3cc2C(=O)NCc2ccco2)c(OC)c1
 : 8.3% | -14.0% | -13.8% | -3.7% | 4.1% | . | -4.3%
CCc1ccc(-n2c(SCC(=O)c3ccc4c(c3)NC(=O)CO4)nc3ccccc3c2=O)cc1
 : ? | 52.6%[activator] | -29.0% | 1.3% | 0.5% | -27.6 | 5.4%
COc1ccccc1N1CCN(C(=O)N2CCOCC2)CC1
 : -8.7% | -12.2% | -10.5% | 3.1% | 0.9% | 32.2 | 1.5%
CCOC(=O)c1[nH]c2ccccc2c1NC(=O)C1CCCC1
 : 0.2% | 9.3% | -15.3% | -2.4% | 5.6% | 2.8 | 5.3%
O=C(NC1CCCC1)C(c1ccco1)N(C(=O)c1ccco1)c1ccc(F)cc1 (stereo not given)
 : 4.1% | 8.9% | -5.4% | 6.4% | -1.2% | -35.0 | 0.5%
O=C(Nc1ccc2c(c1)OCO2)c1cccn(Cc2ccc(F)cc2)c1=O
 : 0.5% | . | . | -6.3% | . | -4.8 | 46.9%[activator]
CC(C)Oc1ccc(C(=O)NCCNC(=O)c2ccco2)cc1
 : -10.7% | 9.2% | 3.4% | 1.7% | -3.2% | 3.2 | -18.5%
O=C(NCc1ccc2c(c1)OCO2)c1cc(-c2ccccc2)c(N2CCOCC2)s1
 : -5.9% | -8.7% | -29.2% | -1.7% | -12.9% | . | 1.4%
Cc1ccc(C(O)c2ncc(-c3ccc(C(F)(F)F)cc3)[nH]2)cc1F (stereo not given)
 : . | -1.9% | . | -3.0% | . | -15.2 | .
CC1CCN(CC(=O)Nc2ccc(S(=O)(=O)N3CCCC(C)C3)cc2)CC1 (stereo not given)
 : -15.9% | -3.8% | -2.6% | -1.3% | -3.2% | 23.1 | -13.0%
CC(CNC(=O)C1CCCCC1C(=O)O)c1ccccc1 (stereo not given)
 : 1.4% | -7.8% | -22.8% | -9.7% | 2.6% | -8.7 | -6.2%

Remaining list, next part:
| SMILES | AmpC detergent | AMA1 RON2 block | AmpC no deterg | Tb PYK inh | LmPK inhibitor | HCMV antiviral | Sm TGR block |
| --- | --- | --- | --- | --- | --- | --- | --- |
| O=C(CSc1nnc(NC2CCCCC2)s1)Nc1ccc(N2CCOCC2)cc1 | -10.5% | 10.7% | -1.7% | 7.3% | -1.4% | ? | 7.7% |
| Cc1ccc(NC(=O)CSc2nc(-c3ccco3)cc(C(F)(F)F)n2)cc1C | 20.1%&-15.5% | 15.8% | -24.7% | 1.1%&0.5% | 1.2% | ? | -9.0%&-6.4% |
| COc1cc(-c2cc(C(=O)OCC(=O)NC3CC3)c3ccccc3n2)cc(OC)c1OC | . | -5.6% | 247.4%[activator] | 2.3% | . | 12.1 | . |
| Cc1cccc(Nc2ncc3c(n2)CC(C)CC3=O)c1 (stereo not given) | 7.2% | 1.7% | -18.4% | -6.5% | 4.9% | 86.4 | 13.9% |
| CCOC(=O)c1csc(NC(=O)c2cc(=O)c3ccccc3o2)n1 | -16.4% | 7.9% | -1.9% | -8.2% | ? | 20.4 | 0.6% |
| c1ccc(CNc2nc(NCC3CC3)nc3cc(-c4ccccc4)sc23)cc1 | . | -9.6% | . | -7.6% | . | -19.7 | . |
| OC(c1ccc(F)cc1)c1nc(-c2ccncc2)cs1 (stereo not given) | . | -1.9% | . | -6.4% | . | ? | . |
| O=C(C1CCC1)N1CCc2cc(S(=O)(=O)NCCN3CCN(c4ccccc4F)CC3)ccc21 | -2.5% | -8.2% | 55.1% | 1.7% | -1.8% | -27.0 | -2.6% |
| Cc1cc(C(F)F)n2nc(C(=O)Nc3ccccc3Br)nc2n1 | 0.6% | 1.8% | -17.7% | 5.8% | 0.6% | -4.8 | -4.7% |
| COc1cc(C(=O)O)nc2ccc([N+](=O)[O-])cc12 | 1.2% | 4.6% | -1.2% | 3.5% | 1.2% | -28.7 | -0.1% |
| Cc1ccc(C)c(NCCCCCCCC(=O)O)c1 | . | -2.7% | . | -2.9% | . | -16.0 | . |
| COc1ccc(CC(=O)NNC(=O)c2ccc(Br)s2)cc1OC | . | 15.1% | -5.3% | 12.7% | . | 9.0 | . |
| CCOc1ccc(OCCC(=O)OCC(=O)Nc2cc(S(=O)(=O)N3CCOCC3)ccc2C)cc1 | 7.9% | -5.4% | -19.8% | -7.6% | . | -2.5 | -24.5% |
| COc1ccc(-n2nc(C(=O)NCC(=O)N3CCCC3)c3ccccc3c2=O)c(OC)c1 | 4.7% | -9.0% | -2.6% | 4.9% | -0.6% | 82.8 | 8.6% |
| COc1ccc(CNC(=O)c2ccc3c(Cl)c4c(nc3c2)CCCC4)c(OC)c1 | 2.3% | . | . | 0.2% | . | ? | 2.8% |
| Oc1ccccc1N=N/C(=N/Nc1ccccc1O)c1ccccc1 | -7.0% | 8.7% | -32.9% | -5.3% | . | 30.1 | -17.2% |
| COC(=O)c1ccccc1NC(=O)C1CCCN(S(=O)(=O)c2ccccc2)C1 (stereo not given) | ? | -9.5% | -6.4% | 0.9% | -8.7% | -33.5 | 8.6% |
| Cc1ccccc1C(=O)Nc1cccc(NC(=S)NC(=O)c2cccs2)c1 | -9.5% | -1.8% | -49.4% | -4.4% | -1.2% | -0.8 | -26.2% |
| CCC1=C(c2ccc(C)cc2)S(=O)(=O)N=C1N1CCC(C(=O)Nc2ccccc2C(=O)OC)CC1 | -6.0% | . | . | 4.1% | . | -1.2 | 0.0% |
| CCn1cc(CNC(=O)c2cc(-c3ccccc3OC)nc3ccccc23)c(C)n1 | 0.0% | 0.0% | 25.3% | -5.3% | 3.5% | 67.6 | 0.0% |
| O=C(COC(=O)CCSc1ccc(Cl)cc1)NCCc1ccccc1 | -2.8% | 3.5% | 14.1% | -0.7% | 4.9% | -9.6 | -8.3% |
| C[C@@H]1CN([C@@H](C)CO)C(=O)c2c(c3ccccc3n2C)-c2ccccc2CO[C@H]1CN(C)C(=O)[C@H](Cc1ccccc1)N(C)C | . | -15.1% | . | -13.6% | . | -14.6 | . |
| Cc1ccc(S(=O)(=O)N(C)CC(O)Cn2c3ccccc3c3ccccc32)cc1 (stereo not given) | -9.1% | -0.7% | -37.4% | -1.2% | 5.9% | -8.6 | 6.9% |
